# NPY-Y1 antag: NPY-Y1 (human) receptor antagonism. AID 1040. 200,000 tested, 1% active. HEK293-CNG Y1 cells, membrane potential fluorescence; NPY at EC95, then isoproterenol. P25929. inhibition, % at 3.6 µM;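 active = inhibition above the campaign mean inhibition of all tested compounds plus 3 SD, cut at about 20% in these data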;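 note: 0% = DMSO wells given NPY plus isoproterenol and 100% = isoproterenol alone without NPY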
# Target sequence (P25929 whole entry, looked up): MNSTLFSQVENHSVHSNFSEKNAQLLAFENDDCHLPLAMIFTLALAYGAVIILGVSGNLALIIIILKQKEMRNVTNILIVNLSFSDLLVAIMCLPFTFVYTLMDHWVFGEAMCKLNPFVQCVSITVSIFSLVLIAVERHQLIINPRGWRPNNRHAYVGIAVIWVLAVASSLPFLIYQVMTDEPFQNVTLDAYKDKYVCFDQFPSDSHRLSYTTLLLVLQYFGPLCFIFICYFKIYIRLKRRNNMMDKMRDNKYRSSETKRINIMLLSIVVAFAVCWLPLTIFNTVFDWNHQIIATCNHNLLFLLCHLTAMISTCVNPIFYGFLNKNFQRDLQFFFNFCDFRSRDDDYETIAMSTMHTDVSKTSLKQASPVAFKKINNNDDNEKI
#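 Material: HEK293 Y1/CNG channel cell line; also added: NPY (25 nM), isoproterenol (1 µM), Ro 20-1724 (25 µM); doses: one concentration, 3.6 µM, in 0.4% DMSO; schedule: compound incubation 1 h at room temperature, readout 45 min post-stimulation; technique: membrane potential fluorescence; measure: fluorescence ratio normalized to % inhibition between controls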
# EP2 mod: EP2 receptor (human) modulation; 260,000 tested, 0.83% active; induction, % at 25 µM; P43116; AID 940; EP2-expressing cells, cAMP HTRF FRET, PGE2 co-stimulation;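 active = compounds whose cAMP rise, as percent of the full-agonist control response, exceeds 60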;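 note: rat C6 glioma line stably carrying human EP2 under a CMV promoter; the protocol text gives 20 µM as final concentration; 100% = response of wells given 1 µM PGE2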
# Target sequence (P43116 whole entry, looked up): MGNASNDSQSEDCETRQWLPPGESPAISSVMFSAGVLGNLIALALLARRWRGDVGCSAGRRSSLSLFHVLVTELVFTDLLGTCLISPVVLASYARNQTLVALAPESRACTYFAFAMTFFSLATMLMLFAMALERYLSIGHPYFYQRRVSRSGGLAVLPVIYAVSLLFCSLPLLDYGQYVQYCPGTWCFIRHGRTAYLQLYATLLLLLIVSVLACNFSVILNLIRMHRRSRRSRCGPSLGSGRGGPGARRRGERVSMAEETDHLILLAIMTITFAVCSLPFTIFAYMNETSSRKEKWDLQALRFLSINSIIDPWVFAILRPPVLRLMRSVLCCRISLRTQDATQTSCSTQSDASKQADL
# TRPML3 ag: activates the human TRPML3 channel. HEK293 TRPML3-YFP, Fluo-8 calcium fluorescence; 100% = the carbachol control signal. activation, % at 3 µM. 220,000 tested, 0.29% active. AID 1448;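 active = activation above its plate's cutoff, the mean activation of the plate's test wells plus 3 SD, cut at about 12% in these data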;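 note: 0% = DMSO only wells and 100% = carbachol wells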
#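 Test system – HEK293 line with stable expression of human TRPML3-YFP channel · Control set – carbachol 87 µM final as high control (100%), DMSO as low control (0%) · Signal – Fluo-8 calcium dye fluorescence, ex 470-495, em 515-575 nm · Incubation – 1-h 37 °C dye load, 5-s basal, 120-s post-compound reads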
# NPY-Y1 PAM-ag: potentiates or activates human NPY-Y1 receptor | P25929 | NPY-Y1 expressing cells, potentiator/agonist activation | activation, % at 3.6 µM | 220,000 tested, 0.37% active | AID 1304; in the data active = activation above about 33%, passing the limit was not always enough;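 note: cells stimulated with NPY at EC10 then isoproterenol at EC100; 0% = low agonist plus stimulus and 100% = saturating agonist plus stimulus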
# 14-3-3 Bad inh: disrupts binding of bovine 14-3-3 zeta to phospho-Bad peptide | TR-FRET 14-3-3zeta/Dy647-pBad peptide displacement, 1 h | AID 781 | inhibition, % at 21.7 µM | 220,000 tested, 0.71% active;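 active = inhibition above about 70%, limit read from the data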;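 note: 0% = full 14-3-3 plus peptide FRET controls and 100% = background without 14-3-3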
# Target sequence (P63103 whole entry, looked up): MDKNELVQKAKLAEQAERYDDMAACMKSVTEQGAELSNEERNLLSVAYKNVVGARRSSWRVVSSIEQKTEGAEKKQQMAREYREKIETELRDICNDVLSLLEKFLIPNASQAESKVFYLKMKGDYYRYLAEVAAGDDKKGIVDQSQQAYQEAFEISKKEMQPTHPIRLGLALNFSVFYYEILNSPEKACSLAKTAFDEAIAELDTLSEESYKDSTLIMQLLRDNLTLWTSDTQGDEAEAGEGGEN
# zfTRPN1 agonist: zebrafish TRPN1 (NompC) channel agonism; HEK293 zebrafish TRPN1-YFP, Fluo-8 calcium fluorescence; 100% = response to 87 µM carbachol; activation, % at 3 µM; 220,000 tested, 0.18% active;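 active = activation above its plate's cutoff, the mean activation of test wells on that plate plus 3 SD, cut at about 19% in these data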;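 note: 0% = DMSO alone and 100% = 87 µM carbachol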
#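 System: zebrafish TRPN1-YFP in HEK293 cells / Dosing: 3 µM single point / Timing: dye loading 1 h at 37 °C, then 30 min room temperature / Signal: Fluo-8 calcium fluorescence, excitation 470-495 nm, emission 515-575 nm / Read-out basis: percent activation from peak over basal fluorescence ratio, control-normalized / Control set: high carbachol 87 µM, low DMSO alone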
# CHOP inh: CHOP inhibition in unfolded protein response. CHO-K1 CHOP-promoter luciferase, tunicamycin-induced, 15-18 h. inhibition, % at 10 µM. 220,000 tested, 3.8% active. AID 2732;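 active = compounds that reduced the stress-induced luciferase reporter signal by more than about 70% of percent inhibition, limit read from the data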;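 note: 0% = tunicamycin plus vehicle and 100% = wells without tunicamycin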
# PPC-1+TRAIL kill: kills PPC-1 cancer cells in the presence of TRAIL | PPC-1 cells + TRAIL, ATPLite viability luminescence | cell killing (% activity), % at 4 µM | 220,000 tested, 0.41% active;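 active = cell killing above 50% in the first pass at 4 µM, then a duplicate retest at 5 µM averaging 50% or more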;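 note: plate controls were cells with TRAIL plus DMSO for no effect and medium-only wells lacking cells for full effect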
# EP2 antag: blocks the human prostaglandin E2 receptor EP2; C6 glioma cells expressing human EP2, cAMP TR-FRET; cells stimulated with saturating PGE2; inhibition, % at 25 µM; 260,000 tested, 0.52% active;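 active = percent inhibition above 40 after rounding to a whole number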;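 note: rat C6 glioma host cells with rolipram phosphodiesterase inhibitor present; the protocol text gives 20 µM as final concentration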
# The depositor's hits bear a star; . = not tested or not shown; & = joins results of further samples; [ ] = remark or other dose. These rows are one share of the data (hit frequency here may not be typical).
# The line under a structure holds: PPC-1+TRAIL kill	zfTRPN1 agonist	NPY-Y1 PAM-ag	NPY-Y1 antag	EP2 antag	14-3-3 Bad inh	EP2 mod	CHOP inh	TRPML3 ag
CCOC(=O)C(NC(=O)c1ccccc1)(OCc1ccc(F)cc1)C(F)(F)F (configuration not stated)
    -7.3	-2.1	-5.7	-5.0	4.9	10.7[fluorescence artefact?]	4.8	14.7	-0.6
CN1C(=O)/C(=C/C=C2\SCCN2C)SC1=S
    2.7	2.3	0.7	-1.6	4.7	0.2	18.0	16.6	2.0
Cc1cccc(C(=O)NC2CCN(CC(=O)N3CCOCC3)CC2)c1
    -3.7	0.7	-2.0	0.5	4.7	-11.1	3.2	-12.4	0.8
CC(=O)NC(CCS(C)(=O)=O)C(=O)Nc1cccc2ccccc12 (configuration not stated)
    -6.8	-0.6	9.4	-1.9	12.3	4.0	9.0	15.3	0.6
Cc1ccc(C(=O)Nc2ccnc(-c3ccncc3)n2)cc1
    2.6	0.6	-3.1	0.8	7.8	-12.9	-72.8	3.1	0.4
C=C(C)c1nc2cc(OC)c(OC)cc2c(=O)o1
    11.9	-0.8	6.8	2.7	-8.4	0.0	15.1	-6.3	0.9
CCc1nnc(NS(=O)(=O)c2ccc(N=CC3=C(O)CC(C)(C)CC3=O)cc2)s1
    5.2	1.3	-16.5	-3.1	7.2	63.6	1.8	24.3	0.6
CC(C)(C)OC(=O)N1CCCN(C(=O)Nc2cccc(Cl)c2)CC1
    2.7	-0.1	2.3	.	2.5	-1.6	-0.4	12.6	0.5
CC(C)Nc1nc(NC(C)C)nc(Oc2ccc(/C=N/O)cc2)n1
    .	0.9	-12.9	0.9	13.6	-6.3	20.2	35.2	-0.1
CCCCCOc1ccccc1C(=O)NCCCC(=O)O
    19.3	1.3	-12.4	3.1	7.0	-10.0[fluorescence artefact?]	-7.3	10.5	0.8
O=c1nc2ccccc2c2n1CC(CN1CCN(c3cccc(Cl)c3)CC1)N2 (configuration not stated)
    7.7	0.0	-26.9	-2.0	3.8	-7.1	-72.2	21.5	0.7
COC(=O)C1=C(C)NC(C)=C(C(=O)OCCN(C)Cc2ccccc2)C1c1cccc([N+](=O)[O-])c1 (configuration not stated)
    19.5	-3.1	21.5	-2.9	16.8&11.3&12.4	-1.2	8.8&19.9&51.8	1.9&22.5	-0.9
O=C(CC1CCCCC1)Nc1ncn[nH]1
    13.3	0.3	-6.3	1.0	8.9	-30.6	-6.8	10.9	-0.2
Cc1ccc(S(=O)(=O)NCC(=O)N(CC(=O)NCc2ccccc2)CC2CCCO2)cc1 (configuration not stated)
    -4.4	-0.3	-8.4	3.1	8.5	-1.9	5.2	-16.3	-0.9
CCCCNC(=O)n1c(=O)oc2ccc(Cl)cc21
    8.8	-0.3	13.6	0.7	7.2	6.2	11.4	-10.9	-0.2
CCOC(=O)c1sc(NC(=O)CSc2nnc(Cc3ccccc3)o2)c(C(=O)OCC)c1C
    7.6	1.1	-28.5	5.9	8.3	-8.6	22.7	17.5	0.5
Cn1cccc/c1=N\c1cccc[n+]1C
    -2.5	1.0	9.8	.	8.7	3.0	17.8	16.5	0.9
O=C(CSc1nnc2ccc(-c3ccncc3)nn12)N1CCCCC1
    10.3	-0.7	4.2	-2.0	2.3	1.1	-11.4	-2.3	-0.7
COc1cc(/C=C/C(=O)O)ccc1OCc1cnc(Cl)s1
    5.4	1.4	0.8	-2.2	5.4	-13.3	21.8	-3.1	1.2
O=C(CNC(=O)c1ccncc1)N/N=C/c1ccccn1
    7.1	1.6	16.5	2.2	2.4	10.2	6.6	1.4	0.7
CCOC(=O)C1C(=O)NC(c2ccccc2)=NC1c1ccc(OC)cc1 (configuration not stated)
    -0.9	0.6	11.6	1.9	7.2	-11.6	-9.2	23.4	0.2
Cc1cc(N2C(=O)C(O)=C(C(=O)c3cccs3)C2c2ccc(F)cc2)no1 (configuration not stated)
    -13.9	-0.9	-5.5	.	23.4	0.0	32.2	8.5	0.0
CCc1ccccc1N(CC)C(=O)c1cn(CC)c(=O)c2cc(OC)c(OC)cc12
    5.6	0.6	11.0	-1.4	10.8	3.6	13.8	0.5	-0.4
CC(NC(=O)CSc1cccc(C(F)(F)F)c1)c1ccccc1 (configuration not stated)
    11.3	-0.4	-5.8	-4.2	6.2	-10.8	6.4	17.5	-0.6
O=C(NCc1ccc2c(c1)OCO2)c1cccs1
    10.1	-0.1	3.3	-5.4	5.9	3.1	12.8	16.1	0.3
COc1ccc(-c2nnn(CC(=O)N(CCCN3CCOCC3)C(C(=O)NC3CCCC3)c3ccco3)n2)cc1 (configuration not stated)
    6.0	0.2	-2.4	9.7	18.1	-7.8	12.2	13.9	0.5
COCC(C)NC(=O)CSc1nc2nn(-c3ccccc3)c(=O)c-2c2n1CCCCC2 (configuration not stated)
    9.9	-1.0	-10.0	-5.7	4.8	-3.9	-17.1	12.9	0.8
CS(=O)(=O)N1CCN(CC2CC3C=CC2C3)CC1 (configuration not stated)
    13.4	0.1	3.8	-2.1	6.8	64.1	12.3	21.0	0.6
CCOC(=O)c1cc(C(=O)OCC)c(=O)[nH]c1N1CCCCC1
    1.5	0.1	-10.0	1.5	5.3	-1.9	11.7	4.5	0.7
Cc1cc(C)cc(NC(=S)/C(=C(\[O-])c2ccc(Cl)cc2Cl)[n+]2ccccc2)c1
    16.0	0.4	-22.2	16.5	5.7	-11.4	-24.8	22.2	0.7
Cc1ccc(Nc2nc(N)nc(CN3CCN(c4ccccc4F)CC3)n2)cc1
    19.3	-0.7	-4.6	3.8	3.5	0.8	-0.4	67.3	-0.6
CCC(=O)N1CCN(C(=O)CC)C1c1ccccc1
    6.4	-0.6	-10.9	1.0	10.8	-2.5	29.5	2.5	-0.7
Cc1cc(C)n2cc(CSC3=NCCS3)nc2n1
    12.3	1.4	-15.0	-3.8	15.4	-6.7	-54.6	-8.0	1.1
C=CCc1ccccc1OCC(O)CN(C(C)C)C(C)C (configuration not stated)
    17.1	0.4	102.7*	-18.5	15.4	71.2*	-5.4	11.0	0.6
COc1ccccc1NC(=O)N1CCc2c([nH]c3ccccc23)C1C(F)(F)F (configuration not stated)
    -5.2	-1.0	-6.0	.	8.4	-6.6	-11.7	-15.3	-0.3
CC1(C)Cc2c(C#N)c(NCCN3CCOCC3)nc(-c3ccco3)c2CO1
    5.8	-0.2	-35.1	3.3	10.6	16.9	24.2	-21.4	1.4
S=c1nc(-c2ccc(Br)cc2)[nH]c2ccccc12
    15.0	-0.8	3.6	.	13.9	3.8	15.3	-43.0	-0.1
Cc1cccc(C)c1-n1c(C)nn(Cc2ccc([N+](=O)[O-])cc2)c1=O
    20.7	2.3	12.3	6.1	3.8	-20.5	14.3	16.3	1.4
CCOC(=O)Cc1c(C)nc2c(-c3cccc(Br)c3)cnn2c1C
    14.5	-0.5	0.1	1.5	1.6	-0.3	21.1	37.8	1.2
CCn1cc(C(=O)N2CCN(C(=O)c3ccco3)CC2)c2cc(OC)c(OC)cc2c1=O
    -3.8	0.0	6.0	-1.0	24.8	-1.0	-6.0	7.2	-0.3

# A portion of the results above, for reference:
# The line under a structure holds: PPC-1+TRAIL kill	zfTRPN1 agonist	NPY-Y1 PAM-ag	NPY-Y1 antag	EP2 antag	14-3-3 Bad inh	EP2 mod	CHOP inh	TRPML3 ag
CCOC(=O)Cc1c(C)nc2c(-c3cccc(Br)c3)cnn2c1C
    14.5	-0.5	0.1	1.5	1.6	-0.3	21.1	37.8	1.2
CCn1cc(C(=O)N2CCN(C(=O)c3ccco3)CC2)c2cc(OC)c(OC)cc2c1=O
    -3.8	0.0	6.0	-1.0	24.8	-1.0	-6.0	7.2	-0.3

# (list continues)
# The line under a structure holds: PPC-1+TRAIL kill	zfTRPN1 agonist	NPY-Y1 PAM-ag	NPY-Y1 antag	EP2 antag	14-3-3 Bad inh	EP2 mod	CHOP inh	TRPML3 ag
O=c1/c(=C/c2ccco2)sc2nc(-c3ccccc3Br)nn12
    16.1	3.9	2.7	1.2	7.4	2.3	10.2	19.4	0.7
c1cncc(CSc2nnc3ccc(-c4cccs4)nn23)c1
    26.8	-0.9	-1.4	0.2	14.1	-6.9	-4.5	22.2	0.1
CCCS(=O)(=O)N1CCCC(C(=O)c2cccc(Cl)c2)C1 (configuration not stated)
    13.6	0.4	-8.1	2.3	4.2	-11.2	-30.7	-8.8	-0.2
CC(=O)c1cnc(-c2ccccc2Cl)s1
    23.6	1.1	-6.7	-3.0	7.1	-14.6	11.7	5.2	0.3
Cn1c(=O)c2c(ncn2CC(O)CNc2ccc(Br)cc2)n(C)c1=O (configuration not stated)
    4.7	0.6	-13.3	5.0	23.3	-6.5	10.0	12.9	1.0
Cc1cc(C)c(-c2cc(NC(=O)COC(=O)c3ccc(CO)cc3)n(-c3ccccc3)n2)cc1C
    26.4	0.3	-12.3	-4.5	14.8	-3.1	-79.3	40.5	0.0
CCOC(=O)c1ccccc1NC(=O)Cn1cnc2c(cnn2-c2ccc(OC)cc2)c1=O
    .	0.7	6.7	4.1	.	.	.	.	0.3
CN(C)S(=O)(=O)c1ccc(C(=O)Nc2cc(=O)n(C)c(=O)n2C)cc1
    10.1	-0.1	-2.1	1.4	13.2	-7.1[fluorescence artefact?]	20.3	4.5	0.9
CCOc1ccc(S(=O)(=O)Nc2ccccc2C(=O)N2CCCC2)cc1
    -11.2	2.0	2.6	5.5	7.1	-4.6	23.9	52.9	0.7
Cc1ccc(/C=C/C(=O)c2c(C)nc3ccccn23)cc1
    7.4	-0.6	-21.9	-1.1	6.9	-3.1[fluorescence artefact?]	1.4	-59.5	0.4
COc1ccc(NC(=O)C2CCOC(C)(C)C2)cc1 (configuration not stated)
    -6.0	0.1	11.7	.	5.6	-6.3	12.4	-11.8	0.8
CCC(C)[C@H](NC(=O)Nc1cccc(OC)c1)C(=O)OC (some centres not stated)
    7.9	0.4	1.8	-2.1	6.0	2.0	-15.1	12.6	0.3
COc1ccc(-c2c[n+](CC(=O)c3ccccc3)c3n2CCCCC3)cc1
    -4.8	1.4	9.1	.	8.5	9.2	-1.0	-11.1	1.3
CC(=O)Nc1ccc2c(c1)C(=O)N(c1cccc(C)c1)C2=O
    9.9	1.9	1.6	.	4.8	-0.8	-2.4	-3.1	1.1
Cc1ccc(C)c(Nc2c([N+](=O)[O-])cc(C(=O)N3CC(=O)Nc4ccccc43)cc2[N+](=O)[O-])c1
    -4.4	-0.4	-2.8	5.9	9.2	-0.8	-7.9	54.4	-1.1
N#Cc1nc(-c2ccccc2)oc1NCCCn1ccnc1
    8.7	1.2	2.0	2.3	2.7	-17.7	-18.8	4.1	1.2

# Assay outcomes (PubChem)
